All columns: NCI-60 one-dose screen, growth in % after 48 h at 10 µM unless noted; 100 = growth as untreated, 0 = no growth, -100 = all killed.
HCC-2998 = HCC-2998 colon cancer. hit rate 4.7% among 79,000. AID 1794799
SF-539 = SF-539 CNS cancer | hit rate 6.8% among 81,000
HCT-15 = HCT-15 colon cancer | AID 1794746 | hit rate 5.2% among 82,000
SW-620 = SW-620 colon cancer; hit rate 5.2% among 82,000; AID 1794795
KM12 = KM12 colon cancer cells. hit rate 5% among 82,000
SF-295 = SF-295 CNS cancer cells; hit rate 5.6% among 79,000
SNB-75 = SNB-75 CNS cancer | hit rate 5% among 79,000 | AID 1794750
HCT-116 = HCT-116 colon cancer. AID 1794798. hit rate 7.3% among 82,000
SNB-19 = SNB-19 CNS cancer cells | hit rate 2.5% among 81,000
* = called active by the depositor; . = no result given; & = joins results of further samples. Rule for the calls: active = growth percent below 10; inactive = the rest.

SMILES	HCC-2998	SF-539	HCT-15	SW-620	KM12	SF-295	SNB-75	HCT-116	SNB-19
O=C(CSc1nnc(Cc2ccccc2Nc2c(Cl)cccc2Cl)n1-c1ccccc1)N1N=C(c2ccc3ccccc3c2)CC1c1ccc(Cl)cc1 (stereo not given)	94	106	99	108	108	100	81	86	95
COc1ccc(N2C(=O)NC(c3ccccc3)=CC2c2ccc(Cl)cc2)cc1 (stereo not given)	92	100	87	98	92	89	97	66	95
Cc1ccc(NC(=O)CSc2nnc3n(Cc4ccccc4)c(=O)c4c(C)c(C(N)=O)sc4n23)cc1	34	.	84	54	51	53	-46*	9.8*	69
CCn1c2ccccc2c2ccc(C(C)=O)cc21	108	97	107	114	115	116	95	105	106
CC1(c2cc3cc(Cl)ccc3oc2=O)NC(=O)c2c(/C=C/C(=O)OC3CC4CCC3(C)C4(C)C)cccc2N1 (stereo not given)	83	87	66	73	65	46	.	40	53
C#CC[C@@H]1C[C@]2(C)[C@H]3CC=C4[C@H]5[C@@H](C)[C@H](C)CC[C@]5(C(=O)NCCCCN)CC[C@@]4(C)[C@]3(C)CC[C@H]2C(C)(C)[C@H]1OC(C)=O	30	85	32	20	38	.	81	-56*	74
Cc1cc2cn3c4ccc(O)cc4nc(N)c3c2cc1C	.	11	7.8*	11	6.3*	1.4*	.	-100*	29
Cn1c(=O)sc2ccccc21	104	91	99	104	101	97	102	103	98
CCOC(=O)c1c2ncccc2n2c(=O)n(-c3cccc(OC)c3)nnc12	102	92	104	104	105	100	75	105	103
Cc1nonc1C(=O)C1[C@H]2[C@@H]1C(=O)O[C@@H]2CO (stereo not given in full)	101	105	103	104	110	91	101	106	107
CC(O)Cc1cccs1 (stereo not given)	128	102	106	107	98	115	97	101	108
CC1=NN(c2cc(S(=O)(=O)O)ccc2Cl)C(=O)C1	109	95	103	105	96	95	75	83	111
CCOC(=O)/C=C1\S/C(=N\Nc2cc(=O)[nH]c3ccc(C)cc23)N(Cc2ccccc2)C1=O	115	98	100	108	100	101	85	98	96
O=C(Nc1ccccc1C1=NCC(CO)O1)c1ccccc1 (stereo not given)	103	95	106	112	99	103	92	88	100
CC(=O)Nc1ccc(F)c(F)c1	108	90	105	105	103	99	93	86	104
O=C(/C=C/c1ccccc1)c1ccc(O)c(CN2CCN(c3cc4c(cc3F)c(=O)c(C(=O)O)cn4C3CC3)CC2)c1	41	10	17	23	32	4.6*	-2.4*	3.9*	30
O=c1c2ccccc2oc2cc(Br)ccc12	129	99	104	99	109	.	93	102	96
CON1CCC[C@]2(C)[C@H]3CC[C@@H]4[C@H]5[C@@H](O)C(C)(C)CC[C@]5(CO)CC[C@@]4(C)[C@]3(C)CC[C@H]2C1(C)C	103	106	106	98	105	102	99	89	100
OCc1cnccc1Nc1ccccc1	103	103	99	101	104	104	105	93	102
c1ccc(CCn2nnc3c(Nc4ccc(N5CCCCC5)cc4)ncnc32)cc1	93	91	67	78	67	86	78	64	86
O=C1OCc2cccc3cccc1c23	106	98	95	98	104	102	85	104	104
CCOC(=O)/C=C/c1ccc(O)c(OC)c1	84	109	105	125	100	.	81	103	97
CCCCCC/C=C1\CCC(CN2CCCC2)C1=O (stereo not given)	107	114	77	98	75	111	91	84	93
N#Cc1c(-c2cc(=O)oc3ccc(Cl)cc23)c(C#N)c2c(C#N)c(N)nn2c1N	97	99	103	110	99	107	103	102	108
O=C(NCCN1CCCCC1)n1cc(-c2ccncc2)c(-c2ccc(O)c(Cl)c2)n1	104	90	90	118	106	98	82	82	97
Cn1c(=O)c2[nH]c(C3CCCCC3)nc2n(C)c1=O	105	.	109	105	106	100	102	107	102
COc1ccc(-c2nn(-c3cccc(Cl)c3)cc2C2CC(c3ccccc3)=NN2C(C)=O)cc1 (stereo not given)	95	51	86	74	96	.	-3.4*	61	73
Cc1nn2c(-c3nc4cc(Cl)c(F)cc4[nH]3)c(-c3ccccc3)nc2s1	101	.	.	97	86	.	102	81	101
CCOC(=O)c1cn(CCN2CCOCC2)c2nc(NCc3ccc(OC)c(OC)c3)nn2c1=O	94	99	106	103	98	98	91	105	103
C=C1C(=O)O[C@H]2[C@H]1CC/C(COC(=O)c1ccc(C(=O)O)s1)=C\CC[C@@]1(C)O[C@@H]21	62	-26*	4.1*	4.7*	56	81	71	11	48
O=C(Nc1cccc2c1C(=O)c1cccc(Cl)c1C2=O)c1ccccc1	99	104	96	95	88	99	85	110	.
Clc1ccc2c(NCCCN3CCOCC3)c3oc4ccc(Cl)cc4c3nc2c1	10	42	4.4*	28	48	35	80	23	70
CC(C)=CCC/C(C)=C/COC(=O)[C@H](C)NC(=O)[C@@H]1CCCN1C(=O)CNC(=O)C(C)(C)C	101	100	105	102	109	101	.	94	94
CC(=O)CC(=O)C(F)(F)F	100	103	103	100	102	.	89	100	106
CCOC(=O)c1c(O)cc(-c2ccc(F)cc2)cc1-c1sc(N(C)Cc2ccccc2)nc1Cl	101	96	98	99	106	100	98	86	104
C=C(C)[C@@H]1CC=C2c3sc(-c4ccc(Oc5ccc(C(F)(F)F)cn5)cc4)nc3C[C@@H](C)[C@]2(C)C1	97	98	94	95	94	95	100	92	94
CC1CC(C)(C)NC(=S)O1 (stereo not given)	102&113	116&108	101&102	108	107&109	107&97	103&83	103&106	108&100
COc1cc(/C=N/NC(=O)Cn2cnc3c(c(C)nn3-c3ccccc3)c2=O)ccc1O	111	89	95	113	102	100	113	102	89
COc1cc(-c2nc(SCCCCCC(=O)NO)[nH]c(=O)c2C#N)cc(OC)c1OC	114	106	108	110	106	121	127	109	109
Cc1ccc(-c2cnc3sc(C)cn23)cc1	91	92	96	99	104	98	80	97	89

Shown with two lines to a compound: entries from further up
Fields: HCC-2998, SF-539, HCT-15, SW-620, KM12, SF-295, SNB-75, HCT-116, SNB-19
CCOC(=O)/C=C/c1ccc(O)c(OC)c1
→ 84, 109, 105, 125, 100, ., 81, 103, 97
CCCCCC/C=C1\CCC(CN2CCCC2)C1=O (stereo not given)
→ 107, 114, 77, 98, 75, 111, 91, 84, 93
N#Cc1c(-c2cc(=O)oc3ccc(Cl)cc23)c(C#N)c2c(C#N)c(N)nn2c1N
→ 97, 99, 103, 110, 99, 107, 103, 102, 108
O=C(NCCN1CCCCC1)n1cc(-c2ccncc2)c(-c2ccc(O)c(Cl)c2)n1
→ 104, 90, 90, 118, 106, 98, 82, 82, 97
Cn1c(=O)c2[nH]c(C3CCCCC3)nc2n(C)c1=O
→ 105, ., 109, 105, 106, 100, 102, 107, 102
COc1ccc(-c2nn(-c3cccc(Cl)c3)cc2C2CC(c3ccccc3)=NN2C(C)=O)cc1 (stereo not given)
→ 95, 51, 86, 74, 96, ., -3.4*, 61, 73
Cc1nn2c(-c3nc4cc(Cl)c(F)cc4[nH]3)c(-c3ccccc3)nc2s1
→ 101, ., ., 97, 86, ., 102, 81, 101
CCOC(=O)c1cn(CCN2CCOCC2)c2nc(NCc3ccc(OC)c(OC)c3)nn2c1=O
→ 94, 99, 106, 103, 98, 98, 91, 105, 103
C=C1C(=O)O[C@H]2[C@H]1CC/C(COC(=O)c1ccc(C(=O)O)s1)=C\CC[C@@]1(C)O[C@@H]21
→ 62, -26*, 4.1*, 4.7*, 56, 81, 71, 11, 48
O=C(Nc1cccc2c1C(=O)c1cccc(Cl)c1C2=O)c1ccccc1
→ 99, 104, 96, 95, 88, 99, 85, 110, .
Clc1ccc2c(NCCCN3CCOCC3)c3oc4ccc(Cl)cc4c3nc2c1
→ 10, 42, 4.4*, 28, 48, 35, 80, 23, 70
CC(C)=CCC/C(C)=C/COC(=O)[C@H](C)NC(=O)[C@@H]1CCCN1C(=O)CNC(=O)C(C)(C)C
→ 101, 100, 105, 102, 109, 101, ., 94, 94
CC(=O)CC(=O)C(F)(F)F
→ 100, 103, 103, 100, 102, ., 89, 100, 106
CCOC(=O)c1c(O)cc(-c2ccc(F)cc2)cc1-c1sc(N(C)Cc2ccccc2)nc1Cl
→ 101, 96, 98, 99, 106, 100, 98, 86, 104
C=C(C)[C@@H]1CC=C2c3sc(-c4ccc(Oc5ccc(C(F)(F)F)cn5)cc4)nc3C[C@@H](C)[C@]2(C)C1
→ 97, 98, 94, 95, 94, 95, 100, 92, 94
CC1CC(C)(C)NC(=S)O1 (stereo not given)
→ 102&113, 116&108, 101&102, 108, 107&109, 107&97, 103&83, 103&106, 108&100
COc1cc(/C=N/NC(=O)Cn2cnc3c(c(C)nn3-c3ccccc3)c2=O)ccc1O
→ 111, 89, 95, 113, 102, 100, 113, 102, 89
COc1cc(-c2nc(SCCCCCC(=O)NO)[nH]c(=O)c2C#N)cc(OC)c1OC
→ 114, 106, 108, 110, 106, 121, 127, 109, 109
Cc1ccc(-c2cnc3sc(C)cn23)cc1
→ 91, 92, 96, 99, 104, 98, 80, 97, 89

Continued:
SMILES	HCC-2998	SF-539	HCT-15	SW-620	KM12	SF-295	SNB-75	HCT-116	SNB-19
Cc1ccc(-c2nc(Nc3ccc(C(=O)O)cc3)c3ccccc3n2)cc1	72	79	51	91	58	58	96	77	71
COC(=O)n1c(C)nn(-c2cc(N(S(=O)OC)S(=O)OC)c(Cl)cc2Cl)c1=O (stereo not given)	103	112	123	113	112	96	92	100	101
CCCCC(CC)CN/C(C)=C/C(C)=O (stereo not given)	116	99	96	97	110	92	94	101	101
CCOc1ccc2c(S(=O)(=O)O)cccc2c1[N+](=O)[O-]	109	107&102	108&103	98&107	103&98	107&104	94&86	101&101	112&108
CCCC(=O)NC(c1ccc(N(CC)CC)cc1)c1cc(C)c2cccnc2c1O (stereo not given)	34	11	30	31	30	18	60	17	25
CCOC(=O)N1C(=O)c2ccccc2C1=O	121	110	110	115	110	114	115	103	107
Clc1ccc(-c2nn(-c3ccccc3)c3nccc(-c4ccccc4)c23)cc1	112	101	98	93	105	99	101	98	98
O=C1C=CC(=O)N1CCCCCCCCCCN1C(=O)C=CC1=O	91	91	92	4.6*	86	74	96	33	108
[2H]C([2H])([2H])Oc1ccc(/C=C/C(=O)/C=C(O)/C=C/c2ccc(OC([2H])([2H])[2H])c(OC([2H])([2H])[2H])c2OC([2H])([2H])[2H])c(OC([2H])([2H])[2H])c1OC([2H])([2H])[2H]	99	86	63	62	83	100	71	44	91
COc1cc2oc3cc(OC)c(OC)c(CC=C(C)C)c3c(=O)c2c(O)c1CC=C(C)C	100	100	99	102	106	109	84	97	113
COCCN1CCN(c2nc(NCCN3CCOCC3)ncc2Br)CC1	94	95	104	97	104	100	77	111	99
CNS(=O)(=O)Cc1ccc2[nH]cc(CCN(C)C)c2c1	108	102	104	101	105	98	81	101	112
N#CCCNCc1ccccc1	110	103	112	103	114	99	96	108	98
Cc1ccc(Cl)cc1NC(=O)c1cc2ccccc2cc1O	.	-0.7*	8.4*	-1.1*	-29*	-9.4*	-14*	-11*	23
CN(NC(=O)NN(C)C(=O)c1ccccc1)C(=O)c1ccccc1	96	93	106	114	96	97	94	120	101
CCNCC(=O)Nc1cccc(Cl)c1	106	102	99	99	103	98	89	93	98
COc1ccccc1C(C)(C)C	112	109	112	105	99	95	91	109	108
CCOC(=O)c1c(C)csc1NC(=O)CSCC(=O)OC	112&109	97&97	110&100	108&101	102&117	114&120	90&100	109&111	100&102
C1CCC(O[Si](OC2CCCCC2)(OC2CCCCC2)OC2CCCCC2)CC1	101	103	102	.	110	80	106	101	113
O=[N+]([O-])c1cccc(-c2nc3sccn3c2-c2ccnc(NCCNS(=O)(=O)c3ccc(Br)cc3)n2)c1	109	83	47	99	29	70	.	50	79

Two records picked at random from those above, as already listed:
SMILES	HCC-2998	SF-539	HCT-15	SW-620	KM12	SF-295	SNB-75	HCT-116	SNB-19
CCOC(=O)N1C(=O)c2ccccc2C1=O	121	110	110	115	110	114	115	103	107
Cc1ccc(Cl)cc1NC(=O)c1cc2ccccc2cc1O	.	-0.7*	8.4*	-1.1*	-29*	-9.4*	-14*	-11*	23

Additional entries follow.
SMILES	HCC-2998	SF-539	HCT-15	SW-620	KM12	SF-295	SNB-75	HCT-116	SNB-19
O=C(c1ccc(O)cc1)c1ccc(C(=O)c2ccc(O)cc2)cc1	116	88	86	100	109	78	.	81	91
CC(O)(C(=O)O)C(c1ccccc1)c1ccccc1 (stereo not given)	99	121	110	104	96	103	95	105	94
CC1(C)CC[C@]23CC[C@]4(C)[C@H](CC[C@@H]5[C@@]6(C)CCNCC(C)(C)[C@@H]6CC[C@]54C)[C@H]2[C@H]1OC3	29	100	54	50	81	108	97	55	103
C=C(C)[C@@H]1CC[C@]2(C(=O)NCCCNCCCCN)CC[C@]3(C)[C@H](CC[C@@H]4[C@@]5(C)CCC(=O)C(C)(C)[C@@H]5CC[C@]43C)[C@@H]12	103	97	103	101	101	104	79	95	95
O=S(=O)(NCCCNc1cc(-c2cn(-c3ccccc3)nc2-c2cccc(O)c2)ccn1)c1ccc(F)cc1	-35*	39	6.5*	30	24	5.7*	46	23	57
C/C(=N\Nc1ccc(C(=O)O)cc1)c1cnn(-c2cc(=O)[nH]c3ccc(Br)cc23)c1C	119	93	102	114	105	102	83	98	99
CCOC(=O)C(Cc1cn(C)c2ccccc12)(NC(C)=O)C(=O)OCC	99	102	98	.	100	104	83	102	111
